Rad51 HR inh: blocks human Rad51 in homologous recombination. Q06609. hRad51 DNA strand exchange, fluorescence dequenching. inhibition, % at 10 µM. hit rate 0.085% among 200,000. AID 1385;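 active = inhibition above 40% at the single screening dose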;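 note: 0% = DMSO control wells and 100% = blanks with heterologous ssDNA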
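System: hRad51 filaments on single-stranded DNA; reagent: Fluorescein- and BHQ1-tagged 47-mer duplex; compound dosing: one concentration, 10 µM final; timing: filaments 15 min 37 °C, then compound 30 min; measured by: fluorescein emission 520 nm, excitation 485 nm; benchmarks: per-plate controls and blanks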
FXIIa inh 1536: blocks human coagulation factor XIIa protease activity. purified FXIIa, Boc-QGR-AMC fluorogenic substrate, 2 h. inhibition, % at 5 µM. hit rate 0.3% among 220,000. AID 800; in the data active = inhibition above about 40%;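 note: 0% = enzyme with no compound and 100% = blank without enzyme; many of its hits are not listed in these tables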
KLK5 inh: inhibitors of human kallikrein 5; recombinant hK5, fluorogenic AMC substrate cleavage; hit rate 0.59% among 210,000; inhibition, % at 5 µM; AID 873; Q9Y337;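 active = inhibition of 40% or more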;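 note: 0% = enzyme controls without compound and 100% = no-enzyme blanks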
Target sequence (Q9Y337 67-293 limits assumed): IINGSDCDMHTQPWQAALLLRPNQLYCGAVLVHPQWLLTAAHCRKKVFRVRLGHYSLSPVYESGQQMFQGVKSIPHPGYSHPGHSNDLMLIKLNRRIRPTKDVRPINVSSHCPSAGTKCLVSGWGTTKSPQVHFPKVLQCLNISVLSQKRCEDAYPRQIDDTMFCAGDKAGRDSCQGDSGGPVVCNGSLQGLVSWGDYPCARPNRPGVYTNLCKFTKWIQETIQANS
FXIa inh 1536: factor XIa (human) inhibition | hit rate 0.14% among 220,000 | P03951 | purified FXIa, Boc-Glu-Ala-Arg-AMC fluorogenic substrate | AID 798 | inhibition, % at 5 µM;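 active = inhibition of at least 40%; inactive = inhibition below 40%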;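 note: fluorescence of freed AMC excited at 355 nm; 0% = enzyme without compound and 100% = no enzyme blank; many of its hits are not listed in these tables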
p97 inhibitor: human p97 ATPase inhibition; recombinant p97 ATPase, Kinase-Glo ATP luminescence, 3 h; inhibition, % at 8 µM; hit rate 0.42% among 220,000; AID 1481; in the data active = inhibition above about 15%;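 note: 0% = DMSO vehicle and 100% = wells lacking enzyme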
Wee1 degr inh: inhibitors of human Wee1 degradation. reporter increase, % at 5 µM. HeLa Luc-Wee1K328M stability, luciferase luminescence; 100% = proteasome inhibitor MG132 effect. hit rate 1.2% among 220,000;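 active = activation above the mean of all tested compounds plus 3 SD, set per screening run, cut at about 8.8% in these data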;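 note: cells exposed to compound for 20 h before luminescence read; 0% = DMSO alone and 100% = MG132 at 30 µM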
MDM2 E3 inh: Mdm2 E3 ligase (human) inhibition; cell-based MDM2 ubiquitination luciferase reporter, 2 h; 0 = plate control, 100 = twice control, blank-subtracted; signal enhancement, % at 5 µM; hit rate 0.11% among 210,000;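 active = signal enhancement of 30% or more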;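 note: luminescence tracks abundance of the self-degrading MDM2-luciferase fusion protein; higher signal means inhibition of MDM2 E3 ligase activity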
Target sequence (Q00987 whole entry, looked up, the tested form may be a part): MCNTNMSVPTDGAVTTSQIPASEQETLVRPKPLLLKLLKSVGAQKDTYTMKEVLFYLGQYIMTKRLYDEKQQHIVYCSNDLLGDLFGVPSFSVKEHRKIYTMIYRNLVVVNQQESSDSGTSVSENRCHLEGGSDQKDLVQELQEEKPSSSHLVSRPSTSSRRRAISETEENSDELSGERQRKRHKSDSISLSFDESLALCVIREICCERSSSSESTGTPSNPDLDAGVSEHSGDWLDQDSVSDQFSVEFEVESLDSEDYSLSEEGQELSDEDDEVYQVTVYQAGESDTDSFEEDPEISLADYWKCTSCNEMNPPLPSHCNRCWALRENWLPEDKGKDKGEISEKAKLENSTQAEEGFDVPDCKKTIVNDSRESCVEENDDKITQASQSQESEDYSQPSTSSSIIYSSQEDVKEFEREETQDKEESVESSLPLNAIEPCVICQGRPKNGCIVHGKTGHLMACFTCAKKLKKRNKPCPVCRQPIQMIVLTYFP
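System: stable MDM2–luciferase fusion reporter cells / Input: 2000 cells seeded into each well / Schedule: 4 h settle plus 2 h compound, 37 °C / Compound: single-point 5 µM / Buffer or medium: cells held in DMEM / Benchmarks: control and blank well means / Evaluation: percent signal gain over controls, blank-subtracted / Measured by: luciferase luminescence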
14-3-3 Bad PPI: disrupts binding of bovine 14-3-3 zeta to phospho-Bad peptide; TR-FRET 14-3-3zeta/Dy647-pBad peptide displacement, 1 h; inhibition, % at 21.7 µM; hit rate 0.71% among 220,000;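 active = inhibition above about 70%, limit read from the data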;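 note: 0% = full 14-3-3 plus peptide FRET controls and 100% = background without 14-3-3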
Target sequence (P63103 whole entry, looked up): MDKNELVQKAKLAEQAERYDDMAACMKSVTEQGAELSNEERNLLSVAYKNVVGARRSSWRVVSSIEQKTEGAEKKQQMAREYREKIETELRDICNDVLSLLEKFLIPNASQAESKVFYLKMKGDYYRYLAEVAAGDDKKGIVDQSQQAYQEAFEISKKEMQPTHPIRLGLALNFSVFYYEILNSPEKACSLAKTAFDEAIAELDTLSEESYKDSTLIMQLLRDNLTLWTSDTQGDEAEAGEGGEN
eIF4E 4G PPI: blocks eIF4E binding to eIF4G; TR-FRET eIF4E-eIF4GI(517-606) binding, 2 h; inhibition, % at 21.7 µM; hit rate 0.37% among 220,000; AID 782;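 active = inhibition above about 30%, limit read from the data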;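 note: 0% = full FRET control wells and 100% = background wells lacking eIF4GI fragment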
* marks the source's active call; other numbers are inactive results; i = inactive; nt = not tested or not shown; [ ] = remark or other dose.

nr | molecule | Rad51 HR inh | FXIIa inh 1536 | KLK5 inh | FXIa inh 1536 | p97 inhibitor
1 | COCCn1c(C)cc(C(=O)CSc2cc(C)c3ccccc3n2)c1C | -6 | 7 | 0 | 15 | -6
2 | COc1ccccc1NC(=O)c1ccc(NC(=O)CSc2nnnn2C)cc1 | -3 | -4 | 2 | -6 | 7
3 | CCOc1ccccc1N1CCN(S(=O)(=O)c2cccs2)CC1 | 3 | 17 | -3 | 3 | -3
4 | CCOc1ccc(NC(=O)Cc2c(O)c3ccccc3[nH]c2=O)cc1 | -2 | 22 | -11 | -2 | -3
5 | CSc1ccc(/C=C/C(=O)OCC(=O)N(C)CCC#N)cc1 | 0 | 5 | 2 | -1 | -2
6 | C=CCn1c(Br)nc2c1c(=O)n(C)c(=O)n2C | -1 | -8 | 0 | -7 | -6
7 | O=C1c2cccc3c(N4CCCCC4)ccc(c23)C(=O)N1c1cccc(O)c1 | i | 3 | 1 | -3 | 4
8 | CCOc1ccc(-n2c(=O)[nH]cc(C(=O)Nc3ccc(OC)c(OC)c3)c2=O)cc1 | 2 | 7 | 1 | 1 | 3
9 | CCOC(=O)N1CCN(S(=O)(=O)c2ccc(C(=O)Nc3ccc4c(c3)C(=O)NC4=O)cc2)CC1 | 3 | 0 | 1 | 6 | 4
10 | O=C1CC(N2CCN(C/C=C/c3ccccc3)CC2)C(=O)N1Cc1ccc(N2CCCC2=O)cc1 (stereo not drawn) | -1 | 5 | -23 | -4 | 0

nr | Wee1 degr inh | MDM2 E3 inh | 14-3-3 Bad PPI | eIF4E 4G PPI
1 | 0 | -3 | 2[fluorescence artefact?] | 5
2 | -2 | 3 | 4[fluorescence artefact?] | -5
3 | 2 | 3 | 4 | -2
4 | -2 | -32 | -12[fluorescence artefact?] | -3[fluorescence artefact?]
5 | -2 | -8 | 1 | 2
6 | 0 | -5 | -1 | 4
7 | 6 | -3 | -6 | 0
8 | 3 | -22 | -12 | 0
9 | 1 | -12 | 2[fluorescence artefact?] | 3
10 | 3 | -32 | -3[fluorescence artefact?] | 3[fluorescence artefact?]

(continued)
nr | molecule | Rad51 HR inh | FXIIa inh 1536 | KLK5 inh | FXIa inh 1536 | p97 inhibitor
11 | Clc1ccc(-c2n[nH]c3c2CCC3)c(Cl)c1 | 0 | -8 | 3 | 0 | -1
12 | Nn1c(SCC(=O)NC2CCCc3ccccc32)nnc1-c1cccs1 (stereo not drawn) | 0 | 12 | -1 | 2 | 3
13 | CC1Cc2ccccc2N1C(=O)COC(=O)c1ccc(S(=O)(=O)N(C)C)cc1 (stereo not drawn) | -5 | 17 | -8 | 3 | 1
14 | CCNC(=S)NNC(=O)c1cc(-c2cccc(OCC)c2)nc2ccccc12 | 6 | 0 | -272 | -1 | -2
15 | Cc1cc(C)c(S(C)(=O)=O)c(Oc2cccc(Cl)c2)n1 | 11 | 20 | -15 | 3 | -5
16 | COC(=O)c1cn[nH]c1NC(=S)Nc1ccc(C)cc1Cl | nt | -8 | 7 | 8 | 1
17 | Cc1ccc(NC(=O)Cn2c(=S)[nH]c3ccccc32)cc1 | -4 | nt | -1 | 0 | 2
18 | O=C(Nc1nnc(C2CC2)s1)c1cccc(S(=O)(=O)N2CC(c3ccccc3)CC2=O)c1 (stereo not drawn) | 1 | 8 | -11 | 0 | -3
19 | COc1ccc(CCNC(=O)C2CC(=O)N(c3ccccc3)C2)cc1OC (stereo not drawn) | 3 | 13 | -7 | -6 | 0
20 | Cc1cccc(-c2nc(CS(=O)CC(=O)NCCCSC3CCCCC3)c(C)o2)c1 (stereo not drawn) | 8 | 9 | 7 | 4 | -3

nr | Wee1 degr inh | MDM2 E3 inh | 14-3-3 Bad PPI | eIF4E 4G PPI
11 | 1 | -19 | 3 | 5
12 | -4 | -7 | 3 | -4
13 | 0 | 5 | 1[fluorescence artefact?] | -13[fluorescence artefact?]
14 | 5 | -10 | -14 | 6
15 | -2 | -21 | -7 | 8
16 | 2 | -58 | 1 | -3
17 | 3 | -6 | -12 | 1
18 | -1 | -10 | 0 | -1
19 | -2 | -4 | 2 | -5
20 | -1 | -2 | -10 | -9

(cont.)
nr | molecule | Rad51 HR inh | FXIIa inh 1536 | KLK5 inh | FXIa inh 1536 | p97 inhibitor
21 | CCN(CC)C(=S)SCC(=O)c1c(C)[nH]c2ccccc12 | -5 | 4 | -3 | -4 | -2
22 | COc1ccc(N2CCN(C(=O)CNC(=O)Cn3c(C)cc4ccccc4c3=O)CC2)cc1 | -5 | 11 | -10 | 1 | -8
23 | COc1ccccc1CP(=O)(c1ccccc1)c1ccccc1 | -10 | 4 | -1 | -4 | -3
24 | O=C(NC(=S)Nc1ccc(Oc2ccccc2)cc1)c1ccc(Cl)cc1 | nt | 10 | -14 | 4 | 1
25 | Cc1cc(N2CCN(C)CC2)nc2ccc(NC(=O)CCC(=O)NCc3ccco3)cc12 | 0 | -7 | -22 | -6 | 1
26 | Cc1ccc(-c2noc(CCCC(=O)Nc3cccnc3)n2)cc1 | -4 | 7 | -13 | 2 | 0
27 | Brc1c(CSc2nncc3ccccc23)nc2ccccn12 | -1 | 8 | 4 | 0 | 0
28 | CCOC(=O)N1CCN(c2c(NCc3ccc(F)cc3)c(=O)c2=O)CC1 | 15 | 6 | 1 | 1 | 8
29 | CS(=O)(=O)NN1C(=O)c2ccccc2NC1c1cccs1 (stereo not drawn) | nt | 8 | nt | -2 | 1
30 | CCN1C(=O)CSc2ccc(C(=O)NCCCN3CCOCC3)cc21 | 3 | 25 | -8 | 8 | 5

nr | Wee1 degr inh | MDM2 E3 inh | 14-3-3 Bad PPI | eIF4E 4G PPI
21 | 2 | -10 | -1 | 1[fluorescence artefact?]
22 | 1 | -2 | 5 | 3
23 | 1 | -11 | -4 | 3
24 | 1 | -22 | -11 | 10
25 | 3 | -27 | -9 | 7
26 | 1 | -6 | 6[fluorescence artefact?] | 0[fluorescence artefact?]
27 | 2 | 1 | -1 | 0
28 | 2 | -9 | 5 | -1
29 | 1 | -15 | -4 | 6
30 | -2 | -3 | -4 | -11

Continuation:
nr | molecule | Rad51 HR inh | FXIIa inh 1536 | KLK5 inh | FXIa inh 1536 | p97 inhibitor
31 | CC(C)Oc1ccc(C(=O)NC(=S)Nc2ccc(CN3CCOCC3)cc2)cc1 | 9 | 12 | -8 | 6 | 5
32 | O=C(Cc1ccc(Br)cc1)Nc1cccc(-c2cn3c(n2)SCC3)c1 | 4 | 1 | -8 | -9 | 9
33 | COc1ccc(C2(O)CCN(C(=O)NC3CCCCC3)CC2)cc1 | 0 | 7 | -6 | -6 | 1
34 | COC(=O)c1c(NC(=O)/C=C/C(=O)O)sc(C)c1-c1ccc(C)c(C)c1 | nt | 24 | -2 | 21 | -1
35 | COC(=O)c1cn(NC(=O)c2cc(OC)c(OC)c(OC)c2)c(=O)c2ccccc12 | 4 | 6 | 0 | 10 | 4
36 | Cc1cccc(N(CC(=O)NCc2ccccc2)C(=O)Cn2nnc(-c3ccc(C)o3)n2)c1 | -5 | -1 | -7 | -9 | 5
37 | CCOC(=O)C1CN(S(=O)(=O)c2ccccc2)c2cc(S(=O)(=O)CC)ccc2O1 (stereo not drawn) | -8 | 14 | 6 | 2 | -1
38 | CCC1CCCCN1C(=O)N[C@@H](CCSC)C(=O)OC (stereo partly drawn) | 5 | 9 | 3 | -1 | 1
39 | COC(=O)c1c(NC(=O)CSc2ncnc3c2cnn3-c2ccccc2Cl)sc2c1CCCC2 | 8 | 9 | -5 | 1 | -5
40 | COC(=O)c1nn(-c2ccc(OC)cc2)c(=O)cc1O | -2 | 8 | -6 | -4 | -1

nr | Wee1 degr inh | MDM2 E3 inh | 14-3-3 Bad PPI | eIF4E 4G PPI
31 | -1 | 0 | 5 | 22
32 | -2 | -3 | -4 | -4
33 | -3 | -8 | 3 | 3
34 | 2 | -10 | 5 | -5
35 | 2 | -10 | 5 | 13
36 | -3 | -10 | -7 | 6
37 | 6 | 0 | 6[fluorescence artefact?] | 5[fluorescence artefact?]
38 | 2 | -11 | -2 | 4
39 | 2 | 0 | -19[fluorescence artefact?] | 2
40 | -1 | -10 | 8 | -2

Additional results
nr | molecule | Rad51 HR inh | FXIIa inh 1536 | KLK5 inh | FXIa inh 1536 | p97 inhibitor
41 | O=c1cc(O)nc(SCc2ccccc2)n1-c1ccc(F)cc1 | 7 | 6 | -3 | -3 | -1
42 | O=C(Nc1cccc(S(=O)(=O)Nc2ccc(Cl)cc2)c1)c1cc2c(s1)CCCC2 | -5 | 4 | -7 | 2 | 5
43 | COc1cccc(C2CC(c3ccccc3)=NN2S(=O)(=O)c2ccc(C)cc2)c1OC (stereo not drawn) | -44 | 0 | -19 | -5 | 2
44 | CC1(C)CC(=O)C(N=Nc2cccc([N+](=O)[O-])c2)=C(O)C1 | nt | 11 | 2 | 1 | 2
45 | CCC(=O)c1ccc(OC(C)C(=O)NC2(C#N)CCCCC2)cc1 (stereo not drawn) | -13 | 0 | -4 | -5 | 0
46 | CSc1nc2nc(C(F)(F)F)cc(-c3ccccc3)n2n1 | -12 | -9 | -26 | 4 | -1
47 | CCC(CC)C(=O)Nc1cccc(C(=O)Nc2ccc(S(N)(=O)=O)cc2)c1 | nt | 12 | -1 | 2 | -1
48 | CNS(=O)(=O)c1cccc2cccnc12 | -5 | 6 | 3 | 7 | -2

nr | Wee1 degr inh | MDM2 E3 inh | 14-3-3 Bad PPI | eIF4E 4G PPI
41 | -1 | -11 | 8 | 0
42 | -3 | -9 | -1 | 3[fluorescence artefact?]
43 | 0 | -6 | -9 | 2
44 | -1 | -21 | -2 | -2
45 | 2 | -3 | -6 | 0
46 | -1 | -6 | 18[fluorescence artefact?] | 8[fluorescence artefact?]
47 | 1 | -8 | -2 | -1
48 | 0 | 10 | 0 | -2

By substructure, those above containing a Cl atom
nr | molecule | Rad51 HR inh | FXIIa inh 1536 | KLK5 inh | FXIa inh 1536 | p97 inhibitor
11 | Clc1ccc(-c2n[nH]c3c2CCC3)c(Cl)c1 | 0 | -8 | 3 | 0 | -1
15 | Cc1cc(C)c(S(C)(=O)=O)c(Oc2cccc(Cl)c2)n1 | 11 | 20 | -15 | 3 | -5
16 | COC(=O)c1cn[nH]c1NC(=S)Nc1ccc(C)cc1Cl | nt | -8 | 7 | 8 | 1
24 | O=C(NC(=S)Nc1ccc(Oc2ccccc2)cc1)c1ccc(Cl)cc1 | nt | 10 | -14 | 4 | 1
39 | COC(=O)c1c(NC(=O)CSc2ncnc3c2cnn3-c2ccccc2Cl)sc2c1CCCC2 | 8 | 9 | -5 | 1 | -5
42 | O=C(Nc1cccc(S(=O)(=O)Nc2ccc(Cl)cc2)c1)c1cc2c(s1)CCCC2 | -5 | 4 | -7 | 2 | 5

nr | Wee1 degr inh | MDM2 E3 inh | 14-3-3 Bad PPI | eIF4E 4G PPI
11 | 1 | -19 | 3 | 5
15 | -2 | -21 | -7 | 8
16 | 2 | -58 | 1 | -3
24 | 1 | -22 | -11 | 10
39 | 2 | 0 | -19[fluorescence artefact?] | 2
42 | -3 | -9 | -1 | 3[fluorescence artefact?]
